# AmpC inh detg: AmpC beta-lactamase inhibition with detergent present | P00811 | AmpC hydrolysis of nitrocefin, absorbance 480 nm, 0.01% Triton | Potency, µM (titrated, usually from 114 µM), inactives show at the highest dose activity change, negative = inhibition, actives largely listed as inhibitors | 370,000 tested, 0.041% active | AID 485294;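 also: potency is read from the fitted curve at half-maximal effect; 0% = no-compound wells and -100% = no-enzyme wells; nearly all actives have a fitted effect of over 25% in size; some results filed as inactive show a strong effect at the top dose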
# Target sequence (P00811 whole entry, looked up): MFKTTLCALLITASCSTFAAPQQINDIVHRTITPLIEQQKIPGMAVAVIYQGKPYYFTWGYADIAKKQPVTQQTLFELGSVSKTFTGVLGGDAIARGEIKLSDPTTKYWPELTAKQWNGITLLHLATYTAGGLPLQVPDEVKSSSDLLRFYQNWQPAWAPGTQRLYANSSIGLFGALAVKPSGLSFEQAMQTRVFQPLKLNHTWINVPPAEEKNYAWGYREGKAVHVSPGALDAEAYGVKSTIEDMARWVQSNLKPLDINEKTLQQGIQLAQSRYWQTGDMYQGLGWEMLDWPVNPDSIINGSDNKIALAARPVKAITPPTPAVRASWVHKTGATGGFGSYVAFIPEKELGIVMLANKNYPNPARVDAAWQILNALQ
#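 20 mM phosphate pH 7.0 + 0.01% (detergent screen) or 0.0001% Triton X-100; 5.3 nM AmpC reagent; cpd preinc 15 min RT; nitrocefin (800 uM stock) to start; A480 q20 s × 4 min; Activity was normalised to no-enzyme and no-compound control wells.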
# HCMV inh: inhibitors of human cytomegalovirus; HFF cells, HCMV-luciferase reporter, 72 h; hits give low values; activity change, negative = inhibition, % at 57.5 µM; 410,000 tested, 4.5% active; AID 1259415; in the data active = activity change below about -60%; inconclusive = no clear call, values can overlap the other calls; inactive = above about -39%
#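 Steps: HFFs plated, 16 h 37C; compounds added; HCMV-luciferase added to MOI 1 PFU/cell; 72 h 37C; OneGlo reagent, 5 min room temperature; luminescence read, normalized to controls.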
# FBPA Giardia inh: blocks Giardia fructose-bisphosphate aldolase activity; purified Giardia FBPA; A8B2U2; 290,000 tested, 0.71% active; AID 2451; Potency, µM (titrated, usually from 59.6 µM), for inactives: at the highest dose activity, negative = inhibition, actives largely listed as inhibitors; also: potency is read from the fitted curve at half-maximal effect; nearly all actives have a fitted effect of over 55% in size
# Target sequence (A8B2U2 whole entry, looked up): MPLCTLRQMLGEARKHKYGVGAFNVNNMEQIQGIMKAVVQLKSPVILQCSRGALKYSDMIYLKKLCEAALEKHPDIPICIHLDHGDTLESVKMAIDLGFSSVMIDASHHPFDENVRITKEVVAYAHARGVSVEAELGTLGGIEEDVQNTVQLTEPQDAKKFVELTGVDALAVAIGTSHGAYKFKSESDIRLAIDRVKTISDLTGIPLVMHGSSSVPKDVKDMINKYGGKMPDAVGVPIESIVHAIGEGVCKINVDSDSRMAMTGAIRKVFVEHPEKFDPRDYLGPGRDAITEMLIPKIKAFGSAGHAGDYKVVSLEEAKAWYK
#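 Giardia FBPA (40 nM reagent) was preincubated 10 min at RT with compound (up to 57.5 uM final), then substrate plus GAPDH/TPI/NAD/arsenate coupling system with diaphorase/resazurin was added; resorufin fluorescence (525/598 nm) was read after 20 min.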
# Sm TGR inh: inhibitors of Schistosoma mansoni thioredoxin glutathione reductase. Q962Y6. purified TGR, DTNB reduction, TNB absorbance 405 nm. Potency, µM (highest dose often 114 µM), inactives show at the top dose activity change, negative = inhibition, most hits filed as inhibitors. 360,000 tested, 3% active. AID 485364; also: potency is read from the fitted curve at half-maximal effect; nearly all actives have a fitted effect of over 60% in size
#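 Kinetic colorimetric format: TGR-catalysed, NADPH-driven DTNB reduction monitored via TNB absorbance. Enzyme dispensed at 20 nM; compound exposure 15 min at room temperature before reaction start.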
# HCV inh: HCV inhibition. Huh7.5.1 HCVcc-Cre infection, luciferase reporter, 44 h. Potency, µM (series often up to 41.8 µM), for inactives: at the top dose activity change, negative = inhibition, hits mostly inhibitors. 340,000 tested, 3.4% active. AID 651820; also: potency is read from the fitted curve at half-maximal effect
#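 Infectious HCVcc-Cre (~0.5 moi) was added to cells just after compound, with cells seeded 4 h earlier at 1,000 per well. Luciferase activity after 44 h culture reported infection; substrate was incubated 15 min at room temperature before reading.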
# AmpC inh no detg: inhibitors of E. coli AmpC beta-lactamase without detergent. P00811. AmpC nitrocefin hydrolysis, absorbance 480 nm, 0.0001% Triton. Potency, µM (top dose mostly 57.1 µM), for inactives: at the top dose activity change, negative = inhibition, most hits filed as inhibitors. 330,000 tested, 0.52% active. AID 485341;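 also: potency is read from the fitted curve at half-maximal effect; plate controls were no compound for no effect and no enzyme for full effect; nearly all actives have a fitted effect of over 20% in size; some results filed as inactive show a strong effect at the top dose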
#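 AmpC (5.3 nM in the dispensed reagent) in 20 mM phosphate pH 7.0 with 0.01% (detergent screen) or 0.0001% Triton X-100 was preincubated with compounds for 15 min at room temperature. Nitrocefin was then added from an 800 uM solution, and hydrolysis was followed at 480 nm.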
# Numbers without * were called inactive; ? = inconclusive; / = no result given; & = joins results of further samples; [ ] = dose if it differs, or a comment. Unless noted, calls follow the shape of the dose curve; as a rule, active = well fitted curve in the direction sought with a large enough effect; inconclusive = small, poorly fitted or top-dose-only effect, or another doubt; inactive = no such curve, though single readings can be large; an effect the other way counts as inactive or inconclusive. Unless noted, % is scaled to controls: 0 for no effect and ±100 for the full control effect.
# Start of the data: the first four entries (preview)
cpd	SMILES	Sm TGR inh	HCV inh	HCMV inh
1	CCn1cc(C(=O)N[C@H](C(=O)NCCCn2ccnc2)C(C)C)c(=O)c2cc3c(cc21)OCO3	-16%	18%	-29
2	CCOC(=O)Cc1csc(NC(=O)c2ccc(S(=O)(=O)N3CCCCC3)cc2)n1	0%	-16%	-25
3	CCOC(=O)c1cnc(SCC(C)C)nc1N	-2%	-6%	46
4	COc1ccccc1NC(=O)C1=C(C)Nc2ncnn2C1c1ccc[nH]1 (stereo not drawn)	40µM*	/	3

cpd	AmpC inh no detg	FBPA Giardia inh	AmpC inh detg
1	8%	-24%	-2%
2	-8%	2%	8%
3	-19%	10%	-1%
4	/	/	15%

# Results, repeating the preview:
cpd	SMILES	Sm TGR inh	HCV inh	HCMV inh
1	CCn1cc(C(=O)N[C@H](C(=O)NCCCn2ccnc2)C(C)C)c(=O)c2cc3c(cc21)OCO3	-16%	18%	-29
2	CCOC(=O)Cc1csc(NC(=O)c2ccc(S(=O)(=O)N3CCCCC3)cc2)n1	0%	-16%	-25
3	CCOC(=O)c1cnc(SCC(C)C)nc1N	-2%	-6%	46
4	COc1ccccc1NC(=O)C1=C(C)Nc2ncnn2C1c1ccc[nH]1 (stereo not drawn)	40µM*	/	3
5	Cc1cc(C)cc(NC(=O)CSc2cc(C(=O)c3nccn3C)c3ccccc3n2)c1	-5%	-7%	-32
6	Cc1ccc(SCC(=O)NNC(=O)c2ccccc2)c(C)c1	3%	-15%	-31
7	O=C(NCCc1ccccc1)C1CC(=O)N(C2CCCC2)C1 (stereo not drawn)	1%	26%	0
8	O=C1C2C3C=CC(C3)C2C(=O)N1CCC(=O)N1CCc2ccccc21 (stereo not drawn)	-4%	-3%	9
9	O=C(CN1C(=O)NC2(CCCC2)C1=O)Nc1nc(-c2ccc(F)c(F)c2)cs1	-9%	4µM*	1
10	CCCCC1C(C#N)=C(C)NC2=C1C(=O)CC(C)(C)C2 (stereo not drawn)	2%	-9%	-16

cpd	AmpC inh no detg	FBPA Giardia inh	AmpC inh detg
1	8%	-24%	-2%
2	-8%	2%	8%
3	-19%	10%	-1%
4	/	/	15%
5	-36%	1%	-3%
6	-23%	-4%	-11%
7	0%	-5%	-2%
8	-1%	-1%	3%
9	-38%	/	-15%
10	-12%	1%	0%

# Next section:
cpd	SMILES	Sm TGR inh	HCV inh	HCMV inh
11	CC1(C2CC2)NC(=O)N(CC(=O)Nc2ccc(SC(F)F)cc2)C1=O (stereo not drawn)	/	?	-14
12	CN(Cc1ccccc1)C(=O)c1oc(=O)c2ccccc2c1-c1ccccc1	0%	-5%	5
13	Cn1ncc(Br)c1C(=O)N1CCOCC1	0%	9%	19
14	O=C(C1CCCO1)N1CCN(Cc2nc3ccccc3c(=O)[nH]2)CC1 (stereo not drawn)	16%	9%	16
15	Nc1cc(N2CCCCCC2)c2nonc2c1[N+](=O)[O-]	0%	-15%	-24
16	COc1ccc(CC(=O)N2CCN(c3cccc(Cl)c3)CC2)cc1OC	-1%	-3%	-18
17	Cc1cc(C)c2c(n1)nn1c(N3CCN(c4ccccn4)CC3)cc(C)nc21	2%	7%	/
18	COc1ccc(C(=O)NCN2CCN(c3ccccc3)CC2)cc1OC	-28%	-6%	-20
19	CCOc1cc(CNc2ccc3c(c2)OCCO3)cc(Br)c1OC	11%	0.79µM*	-86*
20	O=C(Nc1ccccc1C(=O)O)c1ccc(Br)o1	0%	10%	74

cpd	AmpC inh no detg	FBPA Giardia inh	AmpC inh detg
11	1%	/	/
12	-10%	-6%	-5%
13	-17%	2%	?
14	4%	-18%	-9%
15	-9%	8%	-13%
16	93%[activator]	9%	-4%
17	-4%	0%	1%
18	3%	/	-7%
19	-16%	-11%	0%
20	-29%	-8%	-7%

# At a glance, 4 of the compounds above.
cpd	SMILES	Sm TGR inh	HCV inh	HCMV inh
11	CC1(C2CC2)NC(=O)N(CC(=O)Nc2ccc(SC(F)F)cc2)C1=O (stereo not drawn)	/	?	-14
12	CN(Cc1ccccc1)C(=O)c1oc(=O)c2ccccc2c1-c1ccccc1	0%	-5%	5
13	Cn1ncc(Br)c1C(=O)N1CCOCC1	0%	9%	19
14	O=C(C1CCCO1)N1CCN(Cc2nc3ccccc3c(=O)[nH]2)CC1 (stereo not drawn)	16%	9%	16

cpd	AmpC inh no detg	FBPA Giardia inh	AmpC inh detg
11	1%	/	/
12	-10%	-6%	-5%
13	-17%	2%	?
14	4%	-18%	-9%

# New compounds follow:
cpd	SMILES	Sm TGR inh	HCV inh	HCMV inh
21	COC(=O)C(C(=O)OC)N1C(=O)CCC1=O	0%	23%	12
22	CC(Oc1cc2oc(=O)c3c(c2cc1Cl)CCC3)C(=O)NCc1cccnc1 (stereo not drawn)	-7%	2%	0
23	O=C(NN=Cc1c(O)ccc2ccccc12)c1ccc2c(c1)OCO2	/	5µM*	-102*
24	Cn1cccc1/C=N\NC(=O)Cc1ccc(Br)c2ccccc12	0%	10µM*	-80*
25	COCCCn1c(=O)c2sccc2n2c(CCCC(=O)N(C)Cc3ccco3)nnc12	-12%	12%	-29
26	CCCCCN1C(C(=O)c2ccccc2)=C(NC(=O)c2ccc(C)cc2)c2ccccc2S1(=O)=O	-11%	/	-40
27	COc1ccc(C2CC(c3ccccc3)n3nnnc3N2)cc1 (stereo not drawn)	3%	6%	-30
28	CSCC[C@H](NC(=O)[C@H]1CC[C@H](CNC(=O)[C@@H](N)Cc2ccccc2)CC1)C(=O)O	-2%	10%	1
29	COc1ccc(Cc2nnc(NN)[nH]c2=O)cc1OC	-2%	3%	-21
30	O=C(N/N=C/c1ccc2c(c1)OCO2)c1ccc2c(c1)OCO2	4%	-9%	12

cpd	AmpC inh no detg	FBPA Giardia inh	AmpC inh detg
21	-16%	3%	1%
22	27%	/	1%
23	-17%	/	/
24	-54%	0%	?
25	8%	15%	2%
26	/	/	24%
27	-10%	11%	-16%
28	-4%	4%	6%
29	-25%	?	?
30	1%	8%	5%

# (listing goes on)
cpd	SMILES	Sm TGR inh	HCV inh	HCMV inh
31	CSc1nc2ccc(NC(=O)c3cccs3)cc2s1	/	?	32
32	COc1cc2c(cc1OC)-c1cc(Nc3ccccc3)nc(=O)n1CC2	7%	26%	91
33	FC(F)(F)c1cc(-c2cccs2)nc2ncnn12	0%	-18%	-20
34	CC(C)C(C)(C#N)NC(=O)CSc1nc(C2CCCCC2)n(-c2ccccc2)n1 (stereo not drawn)	5%	-2%	-36
35	Cc1ccc(-c2nn(-c3ccc(F)cc3F)c3c2cnc2ccc(F)cc23)cc1	4%	/	10
36	CCOC(=O)N1CCN(S(=O)(=O)c2ccc3c(c2)CC(C)N3C(C)=O)CC1 (stereo not drawn)	2%	?	-1
37	CN(NC(=O)C(C)(C)C)c1nc(-c2ccccc2)nnc1C(F)(F)F	-23%	16%	-63*
38	CCC(=O)NC(c1ccco1)c1cc(Cl)c2cccnc2c1OC (stereo not drawn)	?	/	-4
39	CCNC(=S)SCCOc1ccccc1C	-18%	13%	-31
40	Cc1cccc(C)c1NC(=O)CN(C)C(=O)c1ccc2nc[nH]c2c1	-3%	-5%	-13
41	COc1ccccc1N1CCN(c2ncnc3sc(C)c(-c4ccccc4)c23)CC1	-9%	?	/
42	COc1ccc(N=Cc2c(O)n(CC3CCCO3)c(=O)[nH]c2=O)cc1 (stereo not drawn)	-2%	2%	-17
43	O=c1c2c(nc3nc(NCc4ccc(Cl)cc4)[nH]n13)CCC2	-12%	-1%	-21

cpd	AmpC inh no detg	FBPA Giardia inh	AmpC inh detg
31	-26%	/	/
32	14%	2%	2%
33	-8%	9%	5%
34	0%	-5%	?
35	/	/	7%
36	45%	/	7%
37	1%	4%	3%
38	-11%&3%	/	1%&6%
39	-18%	0%	0%
40	-17%	/	?
41	-16%	2%	-1%
42	-11%	-6%	-4%
43	-19%	0%	3%

# Compound activity (PubChem BioAssay)
